Cneo AK release: Cryptococcus neoformans lysis via adenylate kinase release | C. neoformans lysis, adenylate kinase release luminescence, 4 h; normalised: neutral wells 0, clomiphene wells 100 | lysis activity, % at 15 µM | actives 0.2% (n = 360,000) | AID 651654;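 active = mean lysis activity across replicates of at least 80%, whatever share of replicates individually reach that level; inactive = mean lysis activity below 80%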
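Material: C. neoformans cells; Schedule: 4 h static compound exposure, 37 °C, read 1 h post-reagent; Measured by: adenylate kinase release luminescence; Read-out: signal increase indicating cell lysis; Controls: Clomiphene as positive lysis control.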
PGC1a acetyl inh: lowers PGC1a acetylation signal in U2OS cells | inhibition, % at 15.6 µM | actives 0.17% (n = 350,000) | AlphaScreen anti-acetyl-lysine; with virally co-expressed GCN5 acetyltransferase;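 active = every replicate shows inhibition of at least 40%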;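 also: 0% = neutral control wells and 100% = positive control wells; some results beyond the cut were filed as inactive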
RAD54 inh: blocks human RAD54 Holliday junction branch migration; actives 0.14% (n = 360,000); FAM/BHQ fluorescence; AID 602329; inhibition, % at 10.4 µM;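 active = mean normalized replicate activity at least 40 and at least half of replicates scoring 40 or more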;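 also: 0% = median of neutral control wells and 100% = median of positive control wells; inhibitors cause a drop in the FAM fluorescence signal; in these data hits start at about 50%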
RAD52 inh: blocks human RAD52 DNA annealing. recombinant RAD52 DNA annealing, FRET fluorescence. inhibition, % at 18.7 µM. actives 0.46% (n = 360,000);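 active = every replicate showing at least 50% inhibition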
Target sequence (P43351 whole entry, looked up): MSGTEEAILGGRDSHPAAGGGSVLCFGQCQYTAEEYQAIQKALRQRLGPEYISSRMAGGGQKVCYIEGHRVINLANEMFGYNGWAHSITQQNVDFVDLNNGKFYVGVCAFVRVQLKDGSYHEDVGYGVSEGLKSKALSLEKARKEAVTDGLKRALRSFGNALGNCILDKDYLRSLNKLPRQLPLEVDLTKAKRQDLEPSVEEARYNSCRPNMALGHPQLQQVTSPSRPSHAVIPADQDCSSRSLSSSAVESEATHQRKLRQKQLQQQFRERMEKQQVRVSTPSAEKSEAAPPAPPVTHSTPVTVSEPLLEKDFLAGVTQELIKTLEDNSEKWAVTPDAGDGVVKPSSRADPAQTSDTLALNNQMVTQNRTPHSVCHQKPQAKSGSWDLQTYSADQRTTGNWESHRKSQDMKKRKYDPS
ERAP1 inh: blocks human ERAP1 aminopeptidase activity; Q9NZ08; recombinant ERAP1, Leu-AMC fluorescence, 60 min; inhibition, % at 10.7 µM; actives 0.15% (n = 340,000); AID 652197;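 active = mean replicate inhibition of at least 30%, or all replicates individually reaching that 30% level; inactive = mean below 30% and not every replicate reaching it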;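 also: 0% = neutral control wells and 100% = L-leucinethiol positive control wells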
miR-122 sensor: blocks miR-122 activity in Huh7 sensor cells. actives 0.3% (n = 340,000). Huh7 miR-122 Renilla luciferase sensor, 48 h; neutral wells = 0, positive control = 100. activation (reporter increase), % at 12.5 µM;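 active = mean replicate activation score at least 90 and every replicate individually at or above 90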;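 also: higher luciferase means less miR-122 activity so hits act as miR-122 inhibitors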
E-sel inducer: induces E-selectin expression in human endothelial cells | P16581 | activation, % at 7.58 µM | AID 686992 | HUVEC E-selectin immunofluorescence imaging; normalized: neutral wells 0, TNF-alpha wells 100 | actives 0.37% (n = 260,000);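 active = mean E-selectin-positive cell signal at least 10% of the positive control, reached in at least 60% of replicates, without over 20% cell loss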;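 also: in these data hits start at about 27%; measured in HUVEC primary endothelial cells; signal is the percent of cells scored E-selectin positive by PE staining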
Target sequence (P16581 whole entry, looked up): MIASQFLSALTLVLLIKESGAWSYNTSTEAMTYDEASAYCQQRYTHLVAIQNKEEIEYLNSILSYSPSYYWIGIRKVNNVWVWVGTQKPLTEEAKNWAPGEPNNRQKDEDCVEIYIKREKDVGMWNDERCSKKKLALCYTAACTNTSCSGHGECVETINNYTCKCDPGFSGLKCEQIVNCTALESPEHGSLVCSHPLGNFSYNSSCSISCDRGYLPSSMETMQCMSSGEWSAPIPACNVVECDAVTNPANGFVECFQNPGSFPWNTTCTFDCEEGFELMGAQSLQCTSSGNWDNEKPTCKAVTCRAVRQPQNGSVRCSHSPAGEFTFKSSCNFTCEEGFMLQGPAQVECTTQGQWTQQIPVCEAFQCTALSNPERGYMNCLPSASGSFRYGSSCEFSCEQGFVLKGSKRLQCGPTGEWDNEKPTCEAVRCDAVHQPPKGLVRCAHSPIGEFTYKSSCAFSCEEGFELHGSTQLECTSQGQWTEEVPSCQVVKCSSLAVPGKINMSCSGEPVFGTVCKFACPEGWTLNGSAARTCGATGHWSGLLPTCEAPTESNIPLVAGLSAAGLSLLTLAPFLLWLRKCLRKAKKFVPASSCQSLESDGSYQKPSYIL
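Material: HUVEC primary endothelial cells; Amount: 3,000 cells per well; Dosing: single concentration; Medium: EGM-2 growth medium on 0.1% gelatin-coated wells; Read-out basis: percent E-selectin-positive cells; Signal: immunofluorescence imaging; Control set: TNF-alpha, DMSO.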
PglD inh: PglD (C. jejuni) enzyme inhibition | purified PglD enzyme, DTNB colorimetric CoA detection | inhibition, % at 12.5 µM | actives 0.098% (n = 360,000); in the data active = inhibition above about 16%, passing the limit was not always enough; also: strong numbers were not always called active
Numbers without * were called inactive; . = not tested or not shown; & = joins results of further samples; [ ] = another dose, or the depositor's remark.

Below each SMILES: Cneo AK release, PGC1a acetyl inh, RAD54 inh, RAD52 inh, ERAP1 inh, miR-122 sensor, E-sel inducer, PglD inh
COc1ccc(CCCC(=O)NCCc2ccccc2)c(C)c1
 : 0, ., 2, -2, 5, ., ., 4
Cc1ccc(S(=O)(=O)N2CCN(CC(=O)N(CC(C)C)c3c(N)n(CC(C)C)c(=O)[nH]c3=O)CC2)c(C)c1
 : 2, -1, -5, -32, -1, 3, ., -10
COc1ccc(/C=C2\SC(=S)N(CCCC(=O)NC34CC5CC(CC(O)(C5)C3)C4)C2=O)cc1
 : -5, 13, -13, -4, -1, ., ., 2
Cn1c(NNC(=O)C2CCCCC2)cc(=O)n(C)c1=O
 : -1, -13, -4, -7, 0, -6, 0.1, -1
C[C@H](CO)N1C[C@H](C)[C@H](CN(C)S(=O)(=O)c2ccc(-n3cccn3)cc2)OCc2cn(nn2)CCCC1=O
 : ., -1, ., 7, -3, ., 0.7, .
Cc1ccc(N2C(=O)C(Cc3ccc(O)cc3)NC2=S)cc1C (stereo not given)
 : 0, 3, -8, ., ., -5, -1.9, 0
C[C@H]1CN([C@@H](C)CO)C(=O)c2cc(-c3ccc(C(=O)N(C)C)cc3)cnc2O[C@H]1CN(C)C(=O)c1cccnc1
 : -3, 4, 0, 11, -1, -2[16.7 µM], ., 3
Cc1c(Nc2ccc(C=O)cc2)c(=O)n(-c2ccccc2)n1C
 : ., -3, ., -4, 0, 2, ., .
O=C(C[C@H]1CC[C@@H](NC(=O)c2ccc3c(c2)OCO3)[C@H](CO)O1)NC1Cc2ccccc2C1
 : 1, 3, -2, -6, 1, -18[16.7 µM], -0.1, -2
COc1cccc(CNC(=O)C[C@@H]2C=C[C@H](NC(C)=O)[C@@H](CO)O2)c1
 : -2, -2, 9, -9, 0, ., -0.4, 3

Carrying on:
Below each SMILES: Cneo AK release, PGC1a acetyl inh, RAD54 inh, RAD52 inh, ERAP1 inh, miR-122 sensor, E-sel inducer, PglD inh
O=C(c1ccc([N+](=O)[O-])cc1)N1CCN(C(=O)C2CCCCC2)CC1
 : -3, 7, 6, -10, 1, -10, 0.5, 2
COc1ccc(S(=O)(=O)N(C)C[C@@H]2Oc3ccc(NS(=O)(=O)c4ccccc4)cc3CC(=O)N([C@@H](C)CO)C[C@H]2C)cc1
 : 1, 0, -4, 7, 0, -7[16.7 µM], 0.9, -3
Cc1cc(NS(=O)(=O)c2ccc(NC(=O)CCSc3ccc(F)cc3)cc2)nc(C)n1
 : ., -8, ., -12, ., 16, -0.3, .
N#Cc1c(C(F)(F)F)cc(-c2ccccc2Cl)[nH]c1=O
 : 4, 4, -26, ., ., 4, ., 1
COc1ccc(CNC(=O)C23CC4CC(CC(Br)(C4)C2)C3)cc1
 : 36, 5, -2, -5, 0, -3, ., 9
C=C1SC(=Nc2c(C)cc(C)cc2C)N(C(=O)c2sc3ccccc3c2Cl)C12CCCCC2
 : 0, ., -12, -10, -2, ., 0.2, 0
Cc1cccc(C2=NN(c3ccccc3)[C@@H](C(=O)N3CCOC3=O)[C@@H]2c2ccc(F)cc2)c1
 : 2, -3, 2, -54, ., 10, 8.0, 0
CN(C)CCNC(=O)c1coc(=O)c(Br)c1
 : 0, 3, -6, ., ., -3, ., 2
Cc1ccc(CN2C(=O)CSC(C)C2=O)cc1 (stereo not given)
 : 0, -2, -7, -10, -1, 4, -1.7, 4
Cc1ccc(Cl)cc1N1CCN(C(=O)CSc2nnc3n2C(C)(C)Cc2ccccc2-3)CC1
 : 2, -52, 1, ., ., -8, ., 5

Next part.
Below each SMILES: Cneo AK release, PGC1a acetyl inh, RAD54 inh, RAD52 inh, ERAP1 inh, miR-122 sensor, E-sel inducer, PglD inh
CCC(=O)Nc1nonc1-c1nc2ccccc2n1CC(C)C
 : -1, 12, -1, ., ., -3, -1.5, 4
O=C(O)CC1C(=O)OCN1C(=O)OCc1ccccc1 (stereo not given)
 : 1, -6, -3, -15, 2, -1, ., 0
Cc1ccc(S(=O)(=O)Nc2ccc3c(c2)C(=O)N([C@H](C)CO)C[C@@H](C)[C@@H](CN(C)C(=O)Nc2cccc4ccccc24)O3)cc1
 : 3, 8, -4, -24, ., -8, 0.1&0.1, 1
Cc1n[nH]c(C)c1S(=O)(=O)N1CCCC(C(=O)O)C1 (stereo not given)
 : 1, -1, -9, -1, 0, -9, 0.9, 7
Cc1ccc(CS(=O)Cc2ccc(C(=O)NC3CCC(C)CC3)o2)cc1 (stereo not given)
 : 3, -1, 6, -11, -1, 3, ., -6
Cn1nnnc1SCC(=O)Nc1cccc(S(=O)(=O)N2CCCCC2)c1
 : 1, ., -4, -3, 3, ., -0.6, 4
O=C1CC(c2ccccc2Cl)=NN(c2ncnc3ccccc23)C1=O
 : 2, -5, -20, -239, 4, 3, 5.2, -2
COc1cc(OC)cc(C(=O)N[C@H](C(=O)OCC(=O)Nc2cccnc2Cl)C(C)C)c1
 : -1, 3, -8, -16, 2, -4, -0.5, -6
Cc1ccc(NC(=O)c2ccn(C(=O)Nc3ccccc3)n2)c(C)c1
 : 3, 11, -1, -14, -7, 4, ., 3
O=c1[nH]c(-c2ccccc2)c(-c2ccccc2)o1
 : -1, ., 2, -6, 2, ., 0.4, 0

(list continues)
Below each SMILES: Cneo AK release, PGC1a acetyl inh, RAD54 inh, RAD52 inh, ERAP1 inh, miR-122 sensor, E-sel inducer, PglD inh
CC1Cc2ccccc2N1CC(=O)Nc1ccc(S(N)(=O)=O)cc1 (stereo not given)
 : ., 1, ., -15, 1, -6, 2.0, .
C[C@@H]1CN([C@@H](C)CO)C(=O)c2cccc(NS(=O)(=O)c3cn(C)cn3)c2O[C@H]1CN(C)Cc1ccc(C(=O)O)cc1
 : 2, 0, -2, 11, -1, -5[16.7 µM], -1.7, -1
Cc1cccc(OCc2nc3c4c(ncn3n2)-c2ccccc2CC42CCCC2)c1
 : -5, 18, -2, -8, -1, -3, -0.1, -3
COc1ccc(CN2CCN(C)CC2)cc1OCc1ccccc1
 : -3, 5, -9, -3, 5, -9, ., 2
c1ccc(CC2CCN(Cc3nc(-c4ccccc4)no3)CC2)cc1
 : 0, -3, 3, ., ., -7, ., 5
ClC(Cl)c1nnc(-c2ccccc2)c(-c2c[nH]c3ccccc23)n1
 : 2, 3, -1, ., ., 0, ., -10
NCC(=O)CCC(=O)O
 : 3, 3, -15, -9, 0, 1, 0.4, 2
CCC(=O)N1CCC(C)(C(=O)Nc2nccc3ccccc23)C1 (stereo not given)
 : 6, 6, -8, -10, -4, -5, ., 5
COc1cc(/C=N/NC(=O)c2ccccc2Cl)ccc1Oc1ccc([N+](=O)[O-])cn1
 : 1, -1, -14, -10, 6, 2, ., 2
C[C@@H]1CN([C@@H](C)CO)C(=O)Cc2cc(NC(=O)Cc3ccccc3)ccc2O[C@@H]1CN(C)C(=O)Nc1ccc2c(c1)OCO2
 : -4, -29, -7, 13, 7, -7[16.7 µM], -1.7, 1

Continued:
Below each SMILES: Cneo AK release, PGC1a acetyl inh, RAD54 inh, RAD52 inh, ERAP1 inh, miR-122 sensor, E-sel inducer, PglD inh
C=CCn1c(NC(=O)c2ccccc2)nc2ccccc21
 : -1, ., -1, -12, -1, ., 0.1, 1
C[C@@H]1CN([C@H](C)CO)C(=O)c2cc(C#CCN(C)C)cnc2O[C@H]1CN(C)Cc1ccncc1
 : 0, 7, 2, 11, -1, 3[16.7 µM], 0.5, -2
CC(Sc1nnc(C(F)(F)F)n1C)C(=O)Nc1ccc(N2CCOCC2)cc1 (stereo not given)
 : -1, 1, 11, -4, -1, 1, ., -1
Cc1nc2[nH]c(=O)c3c(n2n1)NC1=C(C(=O)CC(C)(C)C1)C3c1ccc(F)cc1 (stereo not given)
 : 1, -11, -12, ., ., -7, ., -1
COc1ccc(OCc2cc(C(=O)N(C)Cc3cnccn3)no2)c(Cl)c1
 : -1, 1, -25, -7, -1, -16, 0.2, -2
COc1ccc2c(c1)C=C(CN1CCN(Cc3ccccc3C)C(CCO)C1)CO2 (stereo not given)
 : 4, 2, 3, -11, -3, 3, ., 0
C=CCn1c(NCCc2ccccc2)nc2c1c(=O)n(C)c(=O)n2C
 : -2, 6, -7, ., ., -4, ., -5
O=C(Cc1cccs1)Nn1c(Cc2cccs2)nc2ccccc2c1=O
 : 6, 0, -6, -6, 0, -1, ., 3

Some of these compounds in order of heavy-atom count, largest number first.
Below each SMILES: Cneo AK release, PGC1a acetyl inh, RAD54 inh, RAD52 inh, ERAP1 inh, miR-122 sensor, E-sel inducer, PglD inh
C[C@@H]1CN([C@@H](C)CO)C(=O)c2cccc(NS(=O)(=O)c3cn(C)cn3)c2O[C@H]1CN(C)Cc1ccc(C(=O)O)cc1
 : 2, 0, -2, 11, -1, -5[16.7 µM], -1.7, -1
C[C@H]1CN([C@@H](C)CO)C(=O)c2cc(-c3ccc(C(=O)N(C)C)cc3)cnc2O[C@H]1CN(C)C(=O)c1cccnc1
 : -3, 4, 0, 11, -1, -2[16.7 µM], ., 3
C[C@@H]1CN([C@H](C)CO)C(=O)c2cc(C#CCN(C)C)cnc2O[C@H]1CN(C)Cc1ccncc1
 : 0, 7, 2, 11, -1, 3[16.7 µM], 0.5, -2
Cc1ccc(Cl)cc1N1CCN(C(=O)CSc2nnc3n2C(C)(C)Cc2ccccc2-3)CC1
 : 2, -52, 1, ., ., -8, ., 5
COc1cc(OC)cc(C(=O)N[C@H](C(=O)OCC(=O)Nc2cccnc2Cl)C(C)C)c1
 : -1, 3, -8, -16, 2, -4, -0.5, -6
COc1cc(/C=N/NC(=O)c2ccccc2Cl)ccc1Oc1ccc([N+](=O)[O-])cn1
 : 1, -1, -14, -10, 6, 2, ., 2
COc1ccc(OCc2cc(C(=O)N(C)Cc3cnccn3)no2)c(Cl)c1
 : -1, 1, -25, -7, -1, -16, 0.2, -2
Cc1ccc(CS(=O)Cc2ccc(C(=O)NC3CCC(C)CC3)o2)cc1 (stereo not given)
 : 3, -1, 6, -11, -1, 3, ., -6
C=CCn1c(NCCc2ccccc2)nc2c1c(=O)n(C)c(=O)n2C
 : -2, 6, -7, ., ., -4, ., -5
ClC(Cl)c1nnc(-c2ccccc2)c(-c2c[nH]c3ccccc23)n1
 : 2, 3, -1, ., ., 0, ., -10
COc1ccc(CCCC(=O)NCCc2ccccc2)c(C)c1
 : 0, ., 2, -2, 5, ., ., 4
Cn1c(NNC(=O)C2CCCCC2)cc(=O)n(C)c1=O
 : -1, -13, -4, -7, 0, -6, 0.1, -1
Cc1n[nH]c(C)c1S(=O)(=O)N1CCCC(C(=O)O)C1 (stereo not given)
 : 1, -1, -9, -1, 0, -9, 0.9, 7
O=c1[nH]c(-c2ccccc2)c(-c2ccccc2)o1
 : -1, ., 2, -6, 2, ., 0.4, 0
CN(C)CCNC(=O)c1coc(=O)c(Br)c1
 : 0, 3, -6, ., ., -3, ., 2
NCC(=O)CCC(=O)O
 : 3, 3, -15, -9, 0, 1, 0.4, 2

Outcome played no part in choosing rows; about 1.4% have a hit in one of these screens.
